NTR1 ag = agonists of NTR1, primary screen, imaging, U2OS cells, beta-arrestin-GFP, high content (AID 493036). Neurotensin receptor type 1 (Homo sapiens), P30989. NTR1-U2OS beta-arrestin-GFP spot imaging, agonist mode. activation, % at 20 µM. 0.17% of 330,000 active;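 active means activation at or above 40% of the spot to cytoplasm intensity ratio, with at least 20 cells analyzed; inconclusive means wells under 20 cells, flagged as cytotoxic or low count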;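 further: 0% = DMSO without peptide and 100% = 100 nM NTR1 peptide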
Target sequence (P30989 whole entry, looked up): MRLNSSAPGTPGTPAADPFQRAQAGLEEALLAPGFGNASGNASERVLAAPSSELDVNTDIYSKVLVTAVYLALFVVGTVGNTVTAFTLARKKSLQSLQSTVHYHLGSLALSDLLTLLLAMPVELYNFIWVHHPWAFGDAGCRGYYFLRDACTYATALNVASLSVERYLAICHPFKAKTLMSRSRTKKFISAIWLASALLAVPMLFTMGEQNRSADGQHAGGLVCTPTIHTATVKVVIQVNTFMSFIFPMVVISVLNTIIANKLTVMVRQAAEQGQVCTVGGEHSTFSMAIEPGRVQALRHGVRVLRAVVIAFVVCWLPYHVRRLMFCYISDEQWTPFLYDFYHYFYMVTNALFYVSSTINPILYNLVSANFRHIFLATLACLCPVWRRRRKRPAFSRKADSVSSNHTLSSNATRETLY
Autophagy mod = autophagy modulators in MEF cells, primary screen, imaging, high-content, MEF GFP-LC3 | MEF GFP-LC3 puncta imaging; test concentration mostly 10 µM | calls only at 10 µM (by protocol) | 0.98% of 190,000 active;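 active means percentage of spot-positive cells more than 3 SD above its plate mean, without a fluorescence outlier flag or 80% toxicity; inconclusive means no clear call, values can overlap the other calls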;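 further: spot-positive cell cutoff set from DMSO-treated cells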
NS5 inhibitors = Dengue-2 NS5 methyltransferase inhibitors, primary screen, biochemical, confirmation dose response (AID 588689) | Dengue-2 NS5 methyltransferase capping enzyme assay, biochemical; higher % means a stronger effect | inhibition, % at 25 µM, or IC50 in µM where a hit was titrated | 0.3% of 340,000 active; in the data active means a potency from the dose series; inconclusive means inhibition above about 29% without an active follow-up result
WT yeast gro inh = growth inhibition of WT strain, primary screen, mitochondrial fusion inhibitor project, WT and mutant strains, chemical genetic | inhibition, % at 10 µM | 2.1% of 190,000 active | mitochondrial fusion phenotypic screen; in the data active means inhibition above about 58%; tested in S. cerevisiae
LYP phosphatase = inhibitors of LYP phosphatase, biochemical, fluorescence intensity, uHTS (AID 1779); recombinant LYP phosphatase, fluorescence intensity; higher % means a stronger effect; inhibition, % at 11.5 µM, or IC50 in µM where a hit was titrated; 0.054% of 290,000 active; in the data active means inhibition above about 50%;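 further: plate controls were vehicle with enzyme for no effect and no enzyme for full effect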
GPR35 arrestin U2OS = GPR35 antagonists blocking zaprinast-driven arrestin recruitment, primary screen, imaging, U2OS, beta-arrestin-GFP, zaprinast agonist (AID 2058). 0.052% of 290,000 active. one-dose inhibition, % at 10 µM; IC50 in µM for titrated hits. U2OS GPR35 beta-arrestin-GFP translocation imaging, zaprinast antagonism; higher % means a stronger effect;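 active means inhibition of at least 50% with at least 30 cells and total cytoplasm GFP at most 10,000,000; inconclusive means under 30 cells or total GFP of 10,000,000 plus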
UTI89 phage lysis = inhibition of K1F phage lysis, E. coli UTI89, bacterial capsule biogenesis inhibitors, alamar blue (AID 488966); inhibition, % at 100 µM; hits with a dose series show IC50 in µM; E. coli UTI89 K1F phage lysis, alamar blue, 2 h; higher % means a stronger effect; 0.02% of 340,000 active;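 active means phage lysis inhibition, versus mean bacterial control, above a set limit; inconclusive means no clear call, values can overlap the other calls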;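 further: capsule biogenesis inhibitors block K1F phage lysis so surviving cells raise fluorescence; higher fluorescence means more inhibition of phage lysis; actives were called in the ten point dose series up to 300 µM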
RSV CPE inhibition = RSV antiviral activity via CPE protection, HEp-2 cells, primary 10 µM value included (AID 2391); HEp-2 cells, RSV-induced CPE inhibition; higher % means a stronger effect; CPE inhibition, % at 10 µM; hits with a dose series show IC50 in µM; 0.13% of 310,000 active; in the data active means a potency from the dose series; inconclusive means CPE inhibition mostly from about 23% at the one dose, without a potency; inactive means the rest, 99 in 100 with CPE inhibition below about 21%; further: strong numbers were not always called active
AID2073 = inhibitors of Mint1-CaV2.2 protein interaction, biochemical, HTRF (AID 2073) | 0.19% of 290,000 active | inhibition, % at 20 µM, or IC50 in µM where a hit was titrated | Voltage-dependent N-type calcium channel subunit alpha-1B (Homo sapiens) | HTRF protein-protein interaction, Mint1-CaV2.2; higher % means a stronger effect; in the data active means inhibition mostly above about 51%, no sharp cut-off; inconclusive means no clear call, values can overlap the other calls; inactive means mostly below about 53%; further: some results filed as inactive read as strong as hits
WT yeast gro inh mutant strain = further read-out of WT yeast gro inh, marked with its call; inhibition, %; mitochondrial fusion phenotypic screen, mutant strain inhibition
Autophagy mod cell loss 18 h = also measured in Autophagy mod; calls as there; toxicity, %; measured here: cell loss, nuclei count;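 cell loss after 18 h compound exposure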
NTR1 ag cell count 20 µM = further read-out of NTR1 ag, marked with its call; cell count; measured here: cell count, cytotoxicity flag
NS5 inhibitors pilot replicate = second read-out of NS5 inhibitors, no call of its own (marks repeat the call); inhibition, %; measured here: pilot screen replicate inhibition
* marks the source's active call; other numbers are inactive results; i = inactive; ? = inconclusive; nt = not tested or not shown; [ ] = remark or other dose.

SMILES | NTR1 ag | NTR1 ag cell count 20 µM | Autophagy mod | Autophagy mod cell loss 18 h | NS5 inhibitors | WT yeast gro inh | WT yeast gro inh mutant strain | LYP phosphatase | GPR35 arrestin U2OS | UTI89 phage lysis | RSV CPE inhibition | AID2073 | others
CCCn1c(SCC(=O)c2cc(C)ccc2C)n[nH]c1=O | 0.0 | 36 | i | -10 | -4% | 10 | 1 | -3% | -10% | 1.2% | 0.7% | -4%
C=CCOc1ccc2ccccc2c1CNn1c(C)n[nH]c1=S | 4.4 | 52 | nt | nt | -3% | nt | nt | -6% | -5% | 0.2% | 0.7% | -17% | NS5 inhibitors pilot replicate=0.3
COc1ncnc2c1NC(=O)CS2 | -0.4 | 49 | i | -1 | -4% | 7 | 8 | -10% | -6% | 0.3% | 0.9% | -1%
COCC(=O)Nc1ccc2c(c1)OCC(=O)N2Cc1ccccc1F | 1.2 | 63 | nt | nt | 4% | nt | nt | -6% | 5% | -2.1% | 0.7% | -4%
COc1ccc(N)c2c1OCCC2=O | 2.4 | 34 | i | -7 | 0% | 10 | 16 | -7% | 10% | 2.5%[50 µM] | 0.5% | 35%
CC(C)(C)OC(=O)N1CCC(c2c(C(=O)N3CCN(C4CCCCC4)CC3)cnn2-c2ccc(F)cc2)CC1 | 0.2 | 52 | nt | nt | -1% | nt | nt | -12% | -6% | 0.5% | 0.3% | 6%
COc1ccc(-c2nnc(SCC(=O)Nc3cccnc3Cl)n2C)cc1 | -0.7 | 66 | nt | nt | -7% | nt | nt | nt | nt | 0.9%[50 µM] | -1.8% | nt
COc1ccc(S(=O)(=O)Nc2ccc(S(=O)(=O)N3CCCCC3)cc2)cc1OC | 1.0 | 78 | i | 0 | -5% | 9 | 10 | -3% | 2% | -0.1% | 3.3% | 0%
O=C(NC1CCN(S(=O)(=O)c2ccccc2)CC1)c1cccc(F)c1 | 1.4 | 72 | nt | nt | -4% | nt | nt | -4% | -1% | -0.3% | -0.5% | 7%
O=C(NCCc1ccccc1)c1cc(=O)[nH]c2ccccc12 | 0.5 | 41 | i | 2 | 5% | -2 | 5 | -4% | -4% | 0.4% | 1.4% | 10%
COc1ccc(C2=CC(c3ccc(C)cc3)n3nnnc3N2)cc1 (centres undefined) | 2.5 | 85 | i | 9 | 27% | 45 | 19 | -5% | 4% | 0.0% | 18% | 1%
COc1ccc(NC(=O)CN(C)C(=O)c2ccccc2SCC(=O)N2CCCC2)cc1 | -1.8 | 54 | nt | nt | -1% | nt | nt | nt | nt | -1.1% | -1.2% | nt
Cn1nnnc1SCC(=O)Nc1nc(-c2ccc(F)c(F)c2)cs1 | 2.4 | 61 | nt | nt | -12% | nt | nt | -6% | -3% | 1.6%[50 µM] | 7.5% | 8%
Cc1cccc(-c2c3c(=O)n(C)c(=O)n(C)c3cn2C(C)(C)C)c1 | 1.9 | 71 | i | 0 | 2% | -16 | -5 | -11% | -9% | 6.2% | -0.5% | 8%
CCOC(=O)N1CCC(N2Cc3cccc(C(=O)N4CC(C)CC(C)C4)c3C2=O)CC1 (centres undefined) | -0.8 | 46 | i | 16 | 1% | -2 | -14 | -3% | -10% | 2.1% | 2.6% | -8%
Cc1c(Cc2ccccc2)c(=O)oc2cc(OCc3nn[nH]n3)ccc12 | 0.6 | 23 | i | 4 | -4% | 10 | 1 | -9% | 5% | -0.1% | 0.9% | 14%
CCOC(=O)CN(C(=O)CSc1nnc(-c2cccc(OC)c2)o1)c1ccc(F)cc1 | 1.2 | 86 | i | 2 | -6% | 6 | 6 | 0% | 7% | -0.2% | 10% | -5%
CC1CN(C(=O)C(Sc2ccccc2)c2ccccc2)CC(C)O1 (centres undefined) | 1.8 | 37 | i | 1 | -4% | -2 | 26 | -5% | 3% | 2.9% | 1.7% | ?
CCOc1ccc(NC(=S)N2CCC(c3ccc(C)cc3)C2)cc1 (centres undefined) | -0.6 | 46 | nt | nt | -7% | nt | nt | -4% | 18% | 0.2% | ? | 26%
CS(=O)(=O)N1CCSC1c1ccc(Br)cc1 (centres undefined) | 3.4 | 65 | nt | nt | -4% | nt | nt | -7% | -8% | 0.3% | -1.7% | 4%
COc1cccc(-c2nnn(CCc3nn[nH]n3)n2)c1 | -1.7 | 93 | i | -7 | -5% | -15 | -7 | -11% | 0% | -0.1% | 2.1% | 1%
CCOc1ccc(NC(=NCc2ccc3c(c2)OCO3)SC2CC(=O)N(c3ccccc3)C2=O)cc1 (centres undefined) | 4.3 | 87 | i | 34 | 3% | 5 | 12 | -8% | 43% | 1.1% | 2.0% | -8%
O=C(NN1C(=O)c2ccccc2NC1c1ccc([N+](=O)[O-])o1)c1ccc([N+](=O)[O-])cc1 (centres undefined) | 3.9 | 41 | i | 12 | -3% | -1 | -15 | 5% | 2% | -0.3% | -0.7% | -6%
Cc1cc(/C=C\c2nc(O)c([N+](=O)[O-])c(=O)[nH]2)c(C)n1-c1ccccc1 | -1.2 | 36 | i | -3 | 0% | 6 | 10 | 3% | -6% | -0.7% | 0.2% | 16%
CCN1C(=O)/C(=C/N(C)c2ccccc2)OC1=S | 1.0 | 32 | i | 1 | -8% | 5 | -27 | 3% | -12% | 5.5% | 2.0% | -1%

(further entries)
SMILES | NTR1 ag | NTR1 ag cell count 20 µM | Autophagy mod | Autophagy mod cell loss 18 h | NS5 inhibitors | WT yeast gro inh | WT yeast gro inh mutant strain | LYP phosphatase | GPR35 arrestin U2OS | UTI89 phage lysis | RSV CPE inhibition | AID2073 | others
Oc1ccc2ccccc2c1-c1sc(Nc2ccccc2)n[n+]1-c1ccc(F)cc1 | -8.6 | 62 | nt | nt | -22% | nt | nt | -5% | 1% | 3.7% | 1.4% | -4%
COc1ccc(/C=C/C(=O)OCC(=O)NCCNC(=O)COC(=O)/C=C/c2ccc(OC)cc2)cc1 | 0.3 | 66 | nt | nt | -9% | nt | nt | -3% | 1% | 0.3% | 0.1% | 22%
O=C(CCNc1ccc(Br)cc1)c1cccc([N+](=O)[O-])c1 | -0.8 | 61 | i | 18 | -1% | 29 | 28 | -1% | -9% | -0.1% | 3.5% | -4%
Cc1n[nH]c(=S)c2nn(-c3ccccc3F)c(C)c12 | nt | nt | i | 26 | -13% | nt | nt | -10% | -1% | 3.4% | nt | 10%
O=C1/C(=C\c2ccc3c(c2)OCO3)CCC/C1=C/c1ccc2c(c1)OCO2 | 2.3 | 32 | i | 3 | 1% | -2 | 9 | 5% | 19% | 0.2% | ? | -23%
CC(C)c1nc2oc3c(NCCO)ncnc3c2c2c1COC(C)(C)C2 | 1.1 | 56 | nt | nt | 5% | nt | nt | -10% | -3% | -0.3% | -0.6% | 16%
CC(C)c1nc(C(=O)N2CCCC(N3CCN(c4cccc(Cl)c4)CC3)C2)cs1 (centres undefined) | -0.3 | 82 | nt | nt | 3% | nt | nt | -5% | -13% | -0.1% | 17% | 11%
COc1cccc(CN2CCc3[nH]c(=S)[nH]c(=O)c3C2)c1 | 1.0 | 106 | nt | nt | -9% | nt | nt | -10% | 2% | 0.0% | -0.3% | -23%
O=C(Cc1c(Cl)cccc1Cl)OCc1ccccn1 | -0.3 | 65 | nt | nt | -5% | nt | nt | -9% | 0% | 0.1% | 2.2% | 7%
Cc1ccc(NC(=O)CCC(=O)N/N=C/c2ccco2)c(C)c1 | 0.6 | 62 | i | -6 | 7% | -19 | 6 | 4% | -3% | 1.9%[50 µM] | 1.9% | 1%
CC(C)NC(=O)c1ccccc1NC(=O)Cc1ccc(Br)cc1 | 1.9 | 53 | i | -1 | 2% | 15 | 17 | -4% | 5% | 0.0% | 3.4% | 1%
CSc1nsc(SCCN2C(=O)c3ccccc3C2=O)n1 | 1.5 | 52 | i | 5 | 3% | -16 | 0 | -5% | 4% | 0.2% | 0.5% | -2%
O=C(CCl)N(Cc1ccccc1)c1ccccc1 | -0.6 | 75 | i | 30 | 0% | -29 | -2 | -6% | 9% | 0.2% | 2.0% | -1%
Cn1c(SCC(=O)Nc2ccc(F)cc2)nc2c(c1=O)SCC2 | 1.1 | 58 | nt | nt | 6% | nt | nt | -12% | -3% | 2.0%[50 µM] | 7.4% | 7%
COCCNCc1ccc(Cl)cc1Cl | 1.3 | 87 | i | -3 | -7% | -5 | 3 | -9% | -19% | 0.4% | 1.4% | -3%
CC1(C)Cc2c(c(-c3ccco3)[nH]c(=O)c2C#N)CO1 | 3.1 | 62 | i | -3 | 18% | -8 | -2 | -2% | -4% | 1.4% | 1.5% | 17%
CN1Cc2sc(NC(=S)NC(=O)c3ccccc3)c(C#N)c2CC1(C)C | -1.6 | 44 | nt | nt | nt | nt | nt | -7% | 8% | nt | nt | -28%
Cc1noc(NS(=O)(=O)c2ccc(NC(=O)CCC3CCCCC3)cc2)c1C | -1.7 | 88 | i | -5 | -7% | 6 | -56 | -7% | 2% | 0.4% | -0.3% | 4%
COc1cc(S(=O)(=O)Nc2ccccc2C)ccc1Cl | -0.5 | 74 | i | 0 | 1% | -3 | -10 | -3% | -2% | -0.3% | 2.0% | -3%
C=CC12C=CC=CN1C(C(=O)OC)=C(C(=O)OC)C(C(=O)OC)=C2C(=O)OC (centres undefined) | 0.6 | 58 | i | -8 | -10% | 2 | -11 | 1% | -3% | 1.8%[50 µM] | 2.7% | 2%
CCOc1cc(C(=S)N2CCCCC2)ccc1OS(=O)(=O)c1ccc(Br)cc1 | 2.8 | 48 | i | 18 | -4% | 10 | 8 | -1% | 28% | 0.0% | 0.0% | -9%
O=C(NCc1ccncc1)c1cc(C(=O)C2CCCCC2)c[nH]1 | 1.5 | 57 | i | -7 | 2% | -18 | 10 | 2% | 2% | 0.0% | 9.1% | -2%
O=C(OCc1ccc(O)cc1)c1c(-c2ccsc2)oc2ccc(N3CCOCC3)cc12 | 20 | 89 | nt | nt | 8% | nt | nt | 0% | -4% | 1.6% | -1.0% | ?
COc1ccc(-c2nc(-c3cccc(C)c3)[nH]c(=O)c2C#N)cc1 | -2.2 | 62 | i | 14 | -9% | -18 | -10 | -3% | -1% | 0.4% | 8.9% | 13%
O=C(COC(=O)c1ccc[nH]c1=O)c1ccc(Cl)s1 | -1.0 | 108 | i | -4 | 0% | 1 | -3 | 2% | -11% | -0.3% | 0.3% | -7%

Screening data deposited in PubChem BioAssay by several laboratories.
